# GAA inh = blocks human lysosomal alpha-glucosidase; 0.005% of 200,000 active; Potency, µM (doses to about 76.9 µM), without a hit: at the highest dose activity change, negative = inhibition, actives largely listed as inhibitors; P10253; purified human GAA, 4-MU-alpha-glucoside fluorescence; AID 1466;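 also: plate controls were uninhibited enzyme wells for no effect and no-enzyme background for full effect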
#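 Read-out is 4-methylumbelliferone fluorescence (Ex 365/Em 440 nm) after NaOH/glycine stop at pH 10. Enzyme 4 nM, substrate 400 uM, pH 5.0 citrate buffer, 20 min room temperature; AC50 from Hill-equation concentration-response.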
# HTT ATP protect = protects HTT-Q103 PC12 cells, measured by ATP. 0.14% of 230,000 active. AID 1471. PC12 HTT-Q103 induced, cytoprotection, ATP luminescence, 40 h. Potency, µM (highest dose often 56.4 µM), for inactives: cytoprotection (ATP increase), most hits filed as activators;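 also: % of control where 0% means no effect; nearly all actives have a fitted effect of over 45% in size; toxic huntingtin expression switched on by the ecdysone agonist tebufenozide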
#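 ATP quantification (ATPlite) reports survival of PC12 cells in which tebufenozide, 100 nM final, switches on Htt exon 1 with 103 glutamines linked to GFP; compounds are titrated.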
# HTT aggregate = inhibitors of mutant huntingtin aggregate formation in PC12 cells. AID 1688. Potency, µM (series often up to 46.1 µM), for the others: at the top dose activity change, negative = inhibition, usual class: inhibitors. PC12 HttQ103-GFP aggregates, Acumen cytometry, 40 h. 1.1% of 220,000 active; also: % is scaled to controls: 0 for no effect and ±100 for the full control effect; nearly all actives have a fitted effect of over 60% in size
#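 Aggregate formation scored by laser-scanning cytometer (488 excitation, 500–530 emission) in lysed PC12 cells expressing Q103-GFP after 100 nM tebufenozide induction; library tested in dose series, with ATPLite reagent added in the multiplex.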
# IMPase Li cell = cell-permeable IMPase inhibitors with lithium potentiation. CHO-M1 cells, IP1 TR-FRET (IP-One), carbachol + lithium. Potency, µM (highest dose often 59.4 µM), without a hit: top-dose activity, negative = IMPase inhibition, most hits filed as inhibitors. 0.35% of 210,000 active. AID 1457;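 also: IP1 builds up when IMPase is blocked and the TR-FRET signal falls; plate controls were basal vehicle for no effect and high inhibitor control for full effect; nearly all actives have a fitted effect of over 50% in size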
#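 CHO cells stably expressing M1 receptor (2000/well) were cultured 16–30 h, then exposed to compounds with a small lithium addition for 30 min at 37C. IP1 was measured by TR-FRET competition; AC50 from Hill fits.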
# GoLoco inh red = RGS12 GoLoco-Gai1 interaction inhibition | P63096 | Gai1:RGS12 GoLoco peptide FP, rhodamine, 10 min | Potency, µM (top dose mostly 61.6 µM), inactives show at the top dose activity, negative = inhibition, usual class: inhibitors | 0.44% of 230,000 active | AID 880; active = well fitted inhibition curve with a large enough effect, not every such curve was filed as active; inactive = no such curve, though single readings can be large or run the other way; also: % is scaled to controls: 0 for no effect and ±100 for the full control effect; nearly all actives have a fitted effect of over 30% in size; many of its hits are not listed in these tables
# Target sequence (P63096 whole entry, looked up): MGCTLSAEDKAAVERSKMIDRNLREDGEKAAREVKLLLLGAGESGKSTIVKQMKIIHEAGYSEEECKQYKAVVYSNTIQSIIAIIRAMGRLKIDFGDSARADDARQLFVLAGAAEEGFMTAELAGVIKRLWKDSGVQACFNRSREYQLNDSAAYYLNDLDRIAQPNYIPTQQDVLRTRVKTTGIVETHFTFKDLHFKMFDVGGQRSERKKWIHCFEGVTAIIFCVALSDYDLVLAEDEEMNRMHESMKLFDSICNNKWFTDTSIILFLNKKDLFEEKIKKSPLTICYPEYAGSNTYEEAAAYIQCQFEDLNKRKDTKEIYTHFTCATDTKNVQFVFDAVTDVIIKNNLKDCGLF
# GAA glycogen = inhibitors or activators of human alpha-glucosidase glycogen cleavage. AID 2100. Potency, µM (doses to about 76.4 µM), for the others: top-dose activity change, negative = inhibition, most hits filed as inhibitors. recombinant GAA, glycogen substrate, Amplex Red glucose oxidase fluorescence. 0.38% of 300,000 active;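 also: 0% = full enzyme reaction and -100% = no-enzyme basal signal; the screen sought inhibitors and activators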
#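 Recombinant enzyme (4 nM final) with compounds titrated up to 77 uM and bovine liver glycogen (30 ug) in citrate pH 5.0, 0.01% Tween-20, 37 C 40 min. Released glucose detected by Amplex Red/glucose oxidase (Ex 573/Em 610); AC50 from Hill fits.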
# aGlu spleen mod = lysosomal alpha-glucosidase (human) modulation | human spleen homogenate, 4-MU-alpha-glucoside fluorescence | 0.006% of 240,000 active | Potency, µM (highest dose often 79.9 µM), inactives show at the highest dose activity change, negative = inhibition, hits mostly inhibitors | P10253;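 also: 0% = enzyme with vehicle and -100% = no enzyme basal signal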
#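 Compounds were titrated against alpha-glucosidase in spleen homogenate at pH 5.0, with 1 mM 4-methylumbelliferyl substrate for 40 min at 37 C. Reactions were quenched with pH 10 NaOH/glycine and fluorescence measured.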
# Numbers without * were called inactive; ? = inconclusive; · = no result given; [ ] = remark or other dose. Unless noted, calls follow the shape of the dose curve; as a rule, active = well fitted curve in the direction sought with a large enough effect; inconclusive = small, poorly fitted or top-dose-only effect, or another doubt; inactive = no such curve, though single readings can be large; an effect the other way counts as inactive or inconclusive. Potency is read from the fitted curve at half-maximal effect.
SMILES,GAA inh,HTT ATP protect,HTT aggregate,IMPase Li cell,GoLoco inh red,GAA glycogen,aGlu spleen mod
CC(NC(=O)c1cc(Br)ccc1Cl)c1ccccc1 (centres undefined),·,-6%[10 µM],7%[9.22 µM],·,5%,4%,-3%
O=C(N/N=C\c1ccc(COc2ccc([N+](=O)[O-])cc2)o1)c1ccc(Cl)cc1,-10%,14%,-8%,38%[38.3 µM],9%,-4%,-4%
Cc1cc(Cl)ccc1C(=O)C1CCCN(C(=O)CCn2cnnn2)C1 (centres undefined),·,13%[10 µM],14%[9.22 µM],10%,9%,-5%,1%
CCC1/C(=N\O)CC(c2ccco2)NC1c1ccco1 (centres undefined),-1%,11%,5%,-2%[38.3 µM],-2%,-1%,-11%
Cc1cc(C)n2nc(SCc3nc4ccccc4[nH]3)nc2n1,7%,-6%,7%,26%[38.3 µM],-8%,8%,-7%
Cc1ccccc1-c1ccc2ncnc(N(C)C)c2c1,·,-81%[inhibitor],·,6%,9%,·,1%
Cc1ccc(-c2c[n+](CC(=O)OCc3ccccc3)c3n2CCC3)cc1,-20%,-14%[10 µM],6%,12%,-1%,-3%,-7%
CCn1cc(CNC(=O)C2C3CCC(C3)C2C(=O)O)cn1 (centres undefined),5%,-26%,2%,-8%[38.3 µM],9%,15%,-5%
COc1ccc(NC(=O)C(C)Sc2nnc3c4c(nc(-c5ccc(OC)cc5)n23)CC(C)(C)OC4)cc1 (centres undefined),1%,-25%[10 µM],10%,·,·,3%,-24%
COCCCNc1ccnc2c(Cl)cccc12,2%,-26%[0.074 µM],?,-1%[38.3 µM],-3%,2%,-3%
FC(F)(F)c1cccc(-n2c(Cn3nnc4ccccc43)n[nH]c2=S)c1,·,-6%[10 µM],-10%[9.22 µM],·,-9%,-16%,-3%
O=C(COc1ccccc1)Nc1nc2ccccc2[nH]1,-1%,19%[1.9 µM],0%,14%[38.3 µM],-6%,2%,-6%
CC(C)c1ccc(/C=N/NC(=O)CC(=O)NC2CCCCC2)cc1,12%,-19%[10 µM],2%[9.22 µM],6%,-13%,-5%,8%
CCn1cc(CNC(=S)Nc2cccc(Cl)c2C)cn1,1%,5%,13%,-5%,-9%,-2%,7%
CSc1nsc(/C=C/Nc2cccc(Cl)c2)c1C#N,-3%,6%,23%,-13%[38.3 µM],51%[activator],-10%,-5%
CCCOC(=O)c1cccc(NC(=O)COc2ccc([N+](=O)[O-])cc2)c1,-1%,22%[10 µM],14%,4%,7%,-1%,3%
CC(C)(C)NC(=O)NC(=O)COC(=O)c1cc[n+]([O-])cc1,-1%,4%[10 µM],6%,8%,7%,2%,11%
COc1ccc(Nc2c(C)cccc2C)cc1,-9%,24%[1.9 µM],-26%,4%,7%,-10%,1%
O=C(c1ccc2ccccc2c1)N1CCN(c2ccc(O)cc2)CC1,5%,-14%[1.9 µM],?,-3%[38.3 µM],-18%,18µM*,-1%
COc1cccc(OC)c1OCCCCc1c(C)n[nH]c1C,-3%,17%,-2%,-10%,4%,-3%,2%

# Entries listed above printed as active in GAA glycogen.
SMILES | GAA inh | HTT aggregate | IMPase Li cell | GoLoco inh red | GAA glycogen | aGlu spleen mod
O=C(c1ccc2ccccc2c1)N1CCN(c2ccc(O)cc2)CC1 | 5% | ? | -3%[38.3 µM] | -18% | 18µM* | -1%

# The list goes on:
SMILES,GAA inh,HTT ATP protect,HTT aggregate,IMPase Li cell,GoLoco inh red,GAA glycogen,aGlu spleen mod
Cc1ccc2nc(SCC(=O)Nc3c(C)n(C)n(-c4ccccc4)c3=O)[nH]c2c1,4%,10%,-6%,-6%[38.3 µM],-8%,-4%,-2%
CCOC(=O)C1=C(C)NC(=NC)SC1c1ccccc1 (centres undefined),3%,-17%[10 µM],-9%[9.22 µM],3%,-5%,-14%,3%
Cc1ccc(O)c(C(CC(=O)NCc2ccco2)c2ccccc2)c1 (centres undefined),1%,-6%[10 µM],4%[9.22 µM],3%,8%,-9%,8%
Cc1ccc(-c2ccccc2NC(=O)C2C3C=CC(C3)C2C(=O)O)o1 (centres undefined),-2%,16%,26%,1%[38.3 µM],-11%,-1%,3%
COc1cccc(CSc2nnnn2-c2ccc(O)cc2)c1,2%,-10%,-5%,1%,-5%,0%,6%
Cc1ccccc1NC(=O)/C(C#N)=C\c1cc(C)n(-c2ccc(C(=O)O)cc2)c1C,·,9%[10 µM],11%[9.22 µM],·,7%,-17%,-21%
CC1=CCC2C(=O)N(c3ccc(C)c(Br)c3)C(=O)C2C1 (centres undefined),?,-8%[10 µM],-10%,32%[activator][38.3 µM],0%,4%,-13%
CC1CCN(C(=S)NC2CC3CCC2C3)CC1 (centres undefined),3%,37%[10 µM],5%,7%,25%,12%,2%
Cn1c(SCC(=O)Nc2ccccc2F)nnc1-c1cc2ccccc2o1,-4%,2%,13%[1.84 µM],16%[38.3 µM],2%,1%,-6%
Cc1cccc(OCc2nnc(SCc3nc4cc(C(F)(F)F)ccc4c(=O)[nH]3)o2)c1,-8%,28%,-15%,-3%[38.3 µM],80%[activator],2%,-10%
Cc1ccc(CNC(=S)Nc2cc(C(=O)O)ccc2C)cc1,-5%,8%,4%,-6%,4%,-7%,8%
CCOC(=O)c1cc(-c2ccc3c(c2)OCCO3)n[nH]1,13%,-5%[10 µM],6%[9.22 µM],1%,0%,6%,1%
Cc1ccc(-c2nc3ncccc3o2)cc1NC(=O)c1cccs1,10%,20%[10 µM],16%[9.22 µM],12%,10%,-7%,-6%
Cc1ccc2c(C)nc(Nc3nc(CSc4nnnn4-c4ccccc4)cc(=O)[nH]3)nc2c1,-5%,11%[10 µM],?,-13%,8%,0%,-7%
CCOC(=O)c1c(NC(=O)Cn2cnc3scc(-c4ccc(C)cc4)c3c2=O)sc(C)c1C,-9%,3%[10 µM],?,-22%,91%[activator],3%,-2%
CC(C)CC(=O)Nc1ccc(N2CCN(S(C)(=O)=O)CC2)cc1,-19%,25%[10 µM],17%,20%,2%,1%,2%
COc1ccc(OC)c(NC(=O)c2cccnc2Sc2ccccc2)c1,-1%,-1%[10 µM],7%,6%,4%,0%,4%
Cc1ccc(C)c(SCC(=O)OC/C(O)=C(\C#N)c2nc3ccccc3[nH]2)c1,?,1%,28%,0%,67%[activator],-6%,-2%
CC(=O)NC(=S)Nc1ccc(NC(=O)c2cccnc2)cc1,·,8%[10 µM],-5%[9.22 µM],·,3%,-5%,-13%
COc1ccccc1OCC(=O)NNC(=O)C(=O)N1CCCC1,1%,8%[10 µM],-11%,-3%,4%,9%,-1%

# Part of the list above, showing only HTT ATP protect and GAA glycogen:
compound | HTT ATP protect | GAA glycogen
Cc1ccccc1NC(=O)/C(C#N)=C\c1cc(C)n(-c2ccc(C(=O)O)cc2)c1C | 9%[10 µM] | -17%
CC1=CCC2C(=O)N(c3ccc(C)c(Br)c3)C(=O)C2C1 (centres undefined) | -8%[10 µM] | 4%
CC1CCN(C(=S)NC2CC3CCC2C3)CC1 (centres undefined) | 37%[10 µM] | 12%
Cn1c(SCC(=O)Nc2ccccc2F)nnc1-c1cc2ccccc2o1 | 2% | 1%

# Record cards (already shown). Order of screens: GAA inh | HTT ATP protect | HTT aggregate | IMPase Li cell | GoLoco inh red | GAA glycogen | aGlu spleen mod
# Entry for COCCCNc1ccnc2c(Cl)cccc12 : 2% | -26%[0.074 µM] | ? | -1%[38.3 µM] | -3% | 2% | -3%
# Entry for COc1ccc(Nc2c(C)cccc2C)cc1 : -9% | 24%[1.9 µM] | -26% | 4% | 7% | -10% | 1%
# Entry for CC1CCN(C(=S)NC2CC3CCC2C3)CC1 (centres undefined) : 3% | 37%[10 µM] | 5% | 7% | 25% | 12% | 2%

# Next entries follow:
SMILES,GAA inh,HTT ATP protect,HTT aggregate,IMPase Li cell,GoLoco inh red,GAA glycogen,aGlu spleen mod
CC(C)c1ccc2oc(-c3ccc(NC(=O)c4ncn[nH]4)cc3)nc2c1,-6%,0%[10 µM],1%,8%[38.3 µM],10%,4%,3%
CCOC(=O)c1[nH]c2ccc(OC)cc2c1NC(=O)NC(C)C,-1%,11%,11%,-8%[38.3 µM],6%,?,-1%
Nc1nc(N)c(CCCCc2ccccc2)c(N)n1,·,6%[10 µM],·,5%,10%[14.2 µM],·,·
CN(CC(=O)Nc1ccccc1Cl)C(=O)CSc1ncc(C(F)(F)F)cc1Cl,1%,-4%[10 µM],5%,·,·,-4%,-16%
CCCCN1CC(C(=O)NC2CCCCC2)CC1=O (centres undefined),-9%,-17%,3%,-4%[38.3 µM],-19%,9%,-6%
COc1ccc(-c2noc(CCC(=O)Nc3ccc4c(c3)OCCO4)n2)cc1,-14%,-11%,22%,41%[activator][38.3 µM],11%,6%,-1%
O=S(=O)(NCCc1ccccc1)c1cccc2nsnc12,-9%,-5%,-8%,21%[38.3 µM],2%,0%,1%
Cn1c(Cn2c3ccccc3c3ccccc32)n[nH]c1=S,6%,8%[10 µM],3%[9.22 µM],·,3%,-6%,2%
O=C1NC(=O)/C(=C\c2ccc(Cl)nc2)S1,-3%,-36%[inhibitor],?,-2%,2%,-10%,0%
CC(C)C[C@H](NC(=O)C1(c2ccccc2)CCN(C(=O)[C@H]2CSCN2C(=O)OC(C)(C)C)CC1)C(=O)O,-6%,·,-7%,0%,2%,10%,4%
Cc1cccc(NC(=S)NC2CC3CCCC(C2)N3Cc2ccco2)c1 (centres undefined),9%,19%[10 µM],7%[9.22 µM],15%,24%,8%,-1%
COc1ccc(-n2c(C)nc3cc(C(=O)O)ccc32)cc1,9%,-8%,8%,16%[38.3 µM],5%,-3%,3%
Cn1c(N)c(C(=O)c2cc(-c3ccccc3)nc3ccccc23)c(=O)n(C)c1=O,-4%,-75%[inhibitor],5%,15%[38.3 µM],0%,9%,2%
Cc1cc(C)c2c(N)c(C(=O)C(C)(C)C)sc2n1,?,-30%,0%[9.22 µM],-5%,13%,13%,3%
O=C(CN1CCC2(CC1)OCCO2)c1c[nH]c2ccccc12,7%,-8%[0.074 µM],6%,-12%[38.3 µM],10%,2%,-4%
C/C(Cn1nnc2ccccc21)=N\OC(=O)c1ccccc1C,-3%,-1%[10 µM],14%,4%,11%,-1%,-4%

# Five compounds from above, sorted by their value in GAA glycogen, smallest number first:
SMILES,GAA glycogen
CC(C)c1ccc2oc(-c3ccc(NC(=O)c4ncn[nH]4)cc3)nc2c1,4%
COc1ccc(-c2noc(CCC(=O)Nc3ccc4c(c3)OCCO4)n2)cc1,6%
Cc1cccc(NC(=S)NC2CC3CCCC(C2)N3Cc2ccco2)c1 (centres undefined),8%
CC(C)C[C@H](NC(=O)C1(c2ccccc2)CCN(C(=O)[C@H]2CSCN2C(=O)OC(C)(C)C)CC1)C(=O)O,10%
Cc1cc(C)c2c(N)c(C(=O)C(C)(C)C)sc2n1,13%

# These rows are one share of the data; count on the stated rates, not on these rows.
